Bioassay records deposited in PubChem BioAssay by several laboratories.
NRP1-CendR mod: modulators of CendR peptide binding to NRP-1, primary screen, biochemical, fluorescence polarization, uHTS | Neuropilin-1 (Homo sapiens), O14786 | FAM-RPARPAR peptide binding to NRP-1 | inhibition, % at 25 µM | 0.85% of 360,000 active | AID 602438, 2012;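 active = inhibition or corrected inhibition above about 18%, plus a signal ratio from 0.5 to 1.5, limit read from the data, passing the limit was not always enough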; note: strong numbers were not always called active
Target sequence (O14786 whole entry, looked up): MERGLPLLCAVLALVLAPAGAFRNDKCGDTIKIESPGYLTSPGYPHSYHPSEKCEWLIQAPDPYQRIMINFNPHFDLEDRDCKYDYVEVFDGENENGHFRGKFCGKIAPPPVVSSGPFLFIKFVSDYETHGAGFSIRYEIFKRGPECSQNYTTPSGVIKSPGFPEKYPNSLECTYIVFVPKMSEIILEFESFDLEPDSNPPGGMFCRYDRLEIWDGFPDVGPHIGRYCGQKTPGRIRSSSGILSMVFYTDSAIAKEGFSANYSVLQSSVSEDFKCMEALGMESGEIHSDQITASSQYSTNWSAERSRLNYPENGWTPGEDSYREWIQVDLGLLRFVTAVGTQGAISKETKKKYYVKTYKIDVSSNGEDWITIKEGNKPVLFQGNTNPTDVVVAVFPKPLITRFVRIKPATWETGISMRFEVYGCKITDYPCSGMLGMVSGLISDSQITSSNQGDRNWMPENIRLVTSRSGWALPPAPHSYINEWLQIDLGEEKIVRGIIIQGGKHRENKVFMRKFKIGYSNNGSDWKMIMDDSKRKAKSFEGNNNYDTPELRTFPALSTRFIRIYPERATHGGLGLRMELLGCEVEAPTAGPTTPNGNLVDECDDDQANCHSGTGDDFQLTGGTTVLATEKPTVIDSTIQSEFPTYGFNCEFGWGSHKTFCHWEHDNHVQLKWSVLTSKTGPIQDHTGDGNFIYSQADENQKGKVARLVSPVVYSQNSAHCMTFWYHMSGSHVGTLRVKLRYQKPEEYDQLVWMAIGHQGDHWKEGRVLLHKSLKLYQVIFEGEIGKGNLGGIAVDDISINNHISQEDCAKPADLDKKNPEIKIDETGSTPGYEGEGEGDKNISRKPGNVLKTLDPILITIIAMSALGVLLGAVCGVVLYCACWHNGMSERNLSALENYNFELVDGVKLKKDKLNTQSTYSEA
SKN-1 inh: suppressors of acrylamide-induced Pgst-4::GFP reporter in worms, primary screen, SKN-1 inhibitor project, whole organism, uHTS, GFP/RFP fluorescence ratio, strain VP596; 0.49% of 360,000 active; AID 624304, 2012; inhibition, % at 21.8 µM; C. elegans VP596 Pgst-4::GFP/RFP ratio, 24 h;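 active = interference check ratio from 0.5 to 1.5 plus GFP to RFP signal ratio inhibition reaching or exceeding a fixed threshold, cut at about 30% in these data, passing the limit was not always enough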; note: some compounds called inactive have numbers as strong as hits
bovine MsrA act: bovine MsrA enzyme activators, primary screen, biochemical, absorbance, HTS | Methionine sulfoxide reductase A (Bos taurus) | purified bovine MsrA, absorbance read-out | activation, % at 10.6 µM | 0.3% of 360,000 active; in the data active = activation above about 7.5%;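 note: 0% = vehicle and 100% = reference activator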
FAS TE block: FAS thioesterase domain inhibitors, primary screen, biochemical, fluorescence intensity, uHTS. recombinant FAS-TE, OMFH fluorogenic substrate, fluorescence endpoint. inhibition, % at 15 µM. 0.67% of 360,000 active;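 active = compounds whose normalised, plate-corrected inhibition of enzyme fluorescence in the single-dose primary screen is 50% or more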;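 note: 0% = DMSO with enzyme and 100% = substrate without enzyme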
MT1-MMP act inh: blockers of MT1-MMP proenzyme processing, primary screen, HT1080 RFP-PRO-GFP cells, GFP/RFP fluorescence. Matrix metalloproteinase-14 (Homo sapiens), P50281. GFP/RFP ratio fluorescence, overnight; percent of plate control window, DMSO zero. GFP/RFP ratio change, % at 20 µM. 0.061% of 360,000 active. AID 651647, 2012;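 active = GFP/RFP ratio change of at least 30% with cell ATP level not reduced by more than half and red fluorescence within 50% of control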; note: strong numbers were not always called active
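system = RFP-PRO-GFP reporter HT1080 cells | dosing = 20 µM single dose, 1% DMSO | timing = overnight cell settling, then overnight compound exposure, 37 °C, 5% CO2 | read-out basis = GFP/RFP fluorescence ratio | controls = DMSO and RFP-L50D-GFP cell wells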
PABP1 MLLE inh: inhibitors of PABP1 MLLE–PAM2 peptide binding, primary screen, biochemical, fluorescence polarization, FITC-PAM2, GST-MLLE | Polyadenylate-binding protein 1 (Homo sapiens), P11940 | inhibition, % at 20 µM | 0.36% of 360,000 active; in the data active = inhibition above about 35%, passing the limit was not always enough;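 note: plate controls were DMSO wells with GST-MLLE for no effect and wells lacking GST-MLLE protein for full effect; some results filed as inactive read as strong as hits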
MsrA inh: bovine MsrA enzyme inhibitors, primary screen, biochemical, absorbance, HTS | 0.75% of 360,000 active | inhibition, % at 15.5 µM | AID 651718, 2012 | purified bovine MsrA, absorbance read-out; in the data active = inhibition above about 4.5%;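 note: 0% = vehicle wells with enzyme and 100% = reference inhibitor wells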
eLon inh: inhibitors of E. coli Lon protease, primary screen, biochemical, fluorescence polarization. inhibition, % at 7.94 µM. purified E. coli Lon protease. 0.42% of 360,000 active; in the data active = inhibition above about 13%, passing the limit was not always enough;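 note: 0% = enzyme with probe and DMSO and 100% = no enzyme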
TbMetRS inhib: T. brucei MetRS inhibitors, primary screen, biochemical, luminescence; inhibition, % at 11.9 µM; 0.4% of 360,000 active; purified T. brucei MetRS, ATP depletion, Kinase-Glo luminescence;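 active = inhibition above a per-plate cutoff of the control wells' mean inhibition plus 3 SD, cut at about 5.5% in these data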;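 note: 0% = DMSO wells median and 100% = median of wells with control inhibitor compound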
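Test system – parasite MetRS enzyme · Reagent – substrates ATP, L-methionine and bulk Escherichia coli tRNA · Doses – 11.9 µM compound single dose, 0.9% DMSO · Times – 15 min enzyme-compound preincubation, 2 h reaction, 10 min detection, 25 °C · Signal – Kinase-Glo luminescence, ATP depletion format · Controls – DMSO-only wells as low control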
* hit, by the source's call; / = no result given.

Start of the listing, in advance:
SMILES	NRP1-CendR mod	SKN-1 inh	bovine MsrA act	FAS TE block	MT1-MMP act inh	PABP1 MLLE inh	MsrA inh	eLon inh	TbMetRS inhib
Cc1ccc(S(=O)(=O)NC(=O)C2CCCCC2)cc1	1	1	2	-1	-6	-1	-0.1	7	-0.3
COc1cccc(OCC(=O)NNC(=O)CCc2ccccc2)c1	2	0	4	-3	-1	-8	-0.2	-8	-0.1

The list itself, previewed entries included:
SMILES	NRP1-CendR mod	SKN-1 inh	bovine MsrA act	FAS TE block	MT1-MMP act inh	PABP1 MLLE inh	MsrA inh	eLon inh	TbMetRS inhib
Cc1ccc(S(=O)(=O)NC(=O)C2CCCCC2)cc1	1	1	2	-1	-6	-1	-0.1	7	-0.3
COc1cccc(OCC(=O)NNC(=O)CCc2ccccc2)c1	2	0	4	-3	-1	-8	-0.2	-8	-0.1
Cc1ccc2nsnc2c1S(=O)(=O)N1CCCC1C(=O)O (centres undefined)	8	-2	-7	-3	1	8	2.8	1	-1.0
O=C(/C=C/c1cccc([N+](=O)[O-])c1)N1CCN(S(=O)(=O)c2cccs2)CC1	-4	0	0	77*	-1	5	1.9	-2	-0.1
Cc1cccc(C)c1NC1=NC(=S)N(c2ccccc2)C12CCOC(C)(C)C2 (centres undefined)	7	-3	1	10	-1	-116	0.4	6	-0.6
COC(=O)/C(=C\C(=O)c1ccccc1)Nc1cccc(C(F)(F)F)c1	-9	0	-1	15	2	-5	-0.6	-6	0.3
COc1cc(C(=O)Nc2sc3c(c2C#N)CCN(C(C)=O)C3)cc(OC)c1OC	-49	8	-2	0	5	-42	1.9	-12	-0.3
CCCn1c(=O)[nH]c(=O)c2c1nc(-c1ccccc1)n2CCN1CCOCC1	7	-9	0	-9	3	-59	-0.1	-3	-0.6
Cc1oc(-c2ccccc2Cl)[n+]([O-])c1C	-1	-6	-3	-6	7	15	-0.9	-3	-0.5
CC(=O)c1c(C)oc2ccc(N(C(=O)c3ccncc3)S(=O)(=O)c3ccccc3)cc12	2	-22	-7	10	2	9	-0.4	-4	-0.3
S=C1NCN(Cc2ccco2)CN1CCc1ccccc1	13	3	-3	0	1	-74	1.2	-3	0.1
COc1ccc(/C=C/C(=O)OCC(=O)Nc2cccc(Oc3ccccc3)c2)c(OC)c1	-10	-7	-3	34	4	5	2.7	17	0.2
COc1ccc(S(=O)(=O)N2CCN(c3ncnc4c(-c5ccccc5)nsc34)CC2)cc1	6	5	-2	35	0	-1	1.3	-7	0.2
CCOc1ccccc1OCCCC(=O)N(CC)CC(=O)Nc1c(F)cccc1F	-4	12	-2	-8	0	6	0.4	-3	-0.1
COc1ccc(NC(=O)COC(=O)c2ccc3ccccc3n2)cc1	-22	25	1	-5	-1	-4	0.9	-2	-0.1

Sorted by the number under MsrA inh (rising): 6 from the list above
canonical_smiles | MsrA inh
Cc1oc(-c2ccccc2Cl)[n+]([O-])c1C | -0.9
COc1cccc(OCC(=O)NNC(=O)CCc2ccccc2)c1 | -0.2
CCCn1c(=O)[nH]c(=O)c2c1nc(-c1ccccc1)n2CCN1CCOCC1 | -0.1
COc1ccc(NC(=O)COC(=O)c2ccc3ccccc3n2)cc1 | 0.9
S=C1NCN(Cc2ccco2)CN1CCc1ccccc1 | 1.2
O=C(/C=C/c1cccc([N+](=O)[O-])c1)N1CCN(S(=O)(=O)c2cccs2)CC1 | 1.9

Next entries follow.
SMILES	NRP1-CendR mod	SKN-1 inh	bovine MsrA act	FAS TE block	MT1-MMP act inh	PABP1 MLLE inh	MsrA inh	eLon inh	TbMetRS inhib
CC(C)Oc1ccc(S(=O)(=O)N2CCOCC2)cc1NC(=O)CCCSc1ccccc1	-6	4	0	24	-2	0	-0.1	-4	-0.3
Cc1cccn2c(=O)c3cc(S(=O)(=O)c4ccc(Br)cc4)c(=N)n(C4CCCCC4)c3nc12	3	17	-2	51*	-1	-1	0.0	0	-0.3
O=C(O)c1ccccc1NCc1ccncc1	10	-1	2	-5	4	13	-1.3	-9	0.0
C[C@H](NC(=O)c1ccc2c(c1)OCO2)c1nnc2ccccn12	1	2	-2	-3	-5	-6	/	4	-0.5
CCC(C)c1ccc(C2C3=C(Nc4nc(N)[nH]c(=O)c42)c2ccccc2C3=O)cc1 (centres undefined)	0	7	-5	1	10	-6	1.2	2	-0.2
O=C(Nc1nnc(/C=C/c2ccccc2)s1)c1ccco1	0	7	-6	0	0	-24	5.8*	-9	0.0
CSCC[C@@H](CO)NC(=O)c1ccc2nc(C3CCCCC3)oc2c1	-2	14	-2	-2	4	9	-0.1	-4	-1.0
CC(=O)Nc1cc(-c2cccc(C(=O)NCCO)c2)cn2c(-c3cccc(C(F)(F)F)c3)cnc12	4	-11	2	4	-2	-12	-0.3	2	0.0
O=C(NCCN1CCOCC1)C(=O)NCC1OCCN1C(=O)c1ccc(Cl)cc1 (centres undefined)	2	-8	-5	-4	-1	16	-0.2	-5	-1.0
O=C(NC(=S)NC1CCN(Cc2ccccc2)CC1)c1ccc(F)cc1	-4	6	-2	6	5	16	0.6	1	-0.7
O=C(CC1SCCNC1=O)Nc1cccc([N+](=O)[O-])c1 (centres undefined)	-11	0	-4	-3	1	5	-1.1	3	2.2
O=C(COC(=O)c1ccc(O)cc1)Nc1ccc2c(c1)OCO2	6	-5	-4	-2	0	10	-0.5	-10	0.1
Cc1c(NS(=O)(=O)c2ccc(N3CCCCC3)c([N+](=O)[O-])c2)c(=O)n(-c2ccccc2)n1C	-10	0	-2	-4	4	-4	0.6	0	-0.3
CC(=O)c1cccc(NC(=O)Nc2ccc(C(=O)N3CCOCC3)cc2)c1	-3	2	3	-2	-14	-12	0.7	-5	-0.3
NCCN1CCN(S(=O)(=O)c2ccc([N+](=O)[O-])cc2)C=C1c1ccc(Cl)cc1	-2	-7	-2	-14	-1	11	-0.3	-12	0.0
Cc1ccc(CNC(=O)Cc2ccc(-n3cccc3)cc2)cc1	-6	2	-4	2	0	4	1.0	-5	-0.1
COc1ccc(CCN2CC(C(=O)N3CCC(O)(c4ccccc4)CC3)CCC2=O)cc1 (centres undefined)	-5	8	-3	-4	2	6	-0.8	4	-0.1
Cc1oc(-c2ccccc2Cl)nc1CN1CCCCC1CO (centres undefined)	0	4	-4	-9	-3	-19	-2.0	-10	-0.9
CCn1c(=O)cc(OCC(=O)O)c2ccccc21	7	0	14*	2	-1	-2	-1.6	-9	-0.1
Cc1ccc(S(=O)(=O)CCC(=O)Oc2ccc(-c3nnco3)cc2)cc1	0	6	-3	0	2	-4	2.4	-3	0.4
Cc1ccc(N2C(=O)c3n[nH]c(C)c3C2c2ccccn2)cc1 (centres undefined)	2	13	2	-4	/	2	0.2	-5	-1.1
CS(=O)(=O)N(Cc1ccco1)CC(O)Cn1c2ccccc2c2ccccc21 (centres undefined)	-6	-4	-2	11	-2	-4	1.9	0	-1.1
CS(=O)(=O)c1ccc(NC(=O)c2cccc(-n3cnnn3)c2)cc1	14	11	5	1	-2	-35	-0.9	-5	-0.1
NC(=O)c1nsc(C(=O)N(c2ccc(F)cc2)C(C(=O)NC2CCCC2)c2ccncc2)c1N (centres undefined)	9	22	-2	-2	2	8	0.1	0	0.2
CCNc1nc(NCC)n2c(SCc3nc4ccccc4c(=O)[nH]3)nnc2n1	11	3	4	-10	7	-68	1.0	-2	0.0
FC(F)(F)c1nnc2ccc(N3CCOCC3)nn12	14	2	-1	-4	1	7	2.5	-5	0.4
COc1cc(CNC(=O)C2CCCC2)cc(OC)c1OC	8	-22	-8	-2	1	19	0.4	-2	-0.9
CCC(=O)Nc1cccc(C(=O)OCC(=O)c2ccccc2Cl)c1	-1	-4	-2	-2	-2	-11	-0.1	3	-0.5
Cc1occc1C(=O)NC1CCCN(Cc2ccc(Cl)cc2)C1 (centres undefined)	5	14	-1	-4	-1	12	-0.3	4	0.1
Fc1ccc(-c2csc(N3CCOCC3)n2)cc1	3	20	-11	9	8	-4	0.4	-4	-0.9

No new results follow: an excerpt of the list.
SMILES	NRP1-CendR mod	SKN-1 inh	bovine MsrA act	FAS TE block	MT1-MMP act inh	PABP1 MLLE inh	MsrA inh	eLon inh	TbMetRS inhib
Cc1ccc(CNC(=O)Cc2ccc(-n3cccc3)cc2)cc1	-6	2	-4	2	0	4	1.0	-5	-0.1
COc1ccc(CCN2CC(C(=O)N3CCC(O)(c4ccccc4)CC3)CCC2=O)cc1 (centres undefined)	-5	8	-3	-4	2	6	-0.8	4	-0.1

(next part)
SMILES	NRP1-CendR mod	SKN-1 inh	bovine MsrA act	FAS TE block	MT1-MMP act inh	PABP1 MLLE inh	MsrA inh	eLon inh	TbMetRS inhib
COc1ccc(CN(C)C(=O)Cc2c[nH]c3ccccc23)cc1	10	4	-1	0	-2	2	-0.5	-11	0.1
COc1cnc(-c2ccccc2)nc1OC	3	15	0	-3	3	12	2.0	-4	0.0
CCCOc1ccc(C(=O)ON=C2CCN(C)CC2)cc1	-8	14	-12	-5	3	4	0.1	5	-0.7
O=C(NC1CCS(=O)(=O)C1)c1cnccn1 (centres undefined)	10	9	-2	-5	-13	-6	-0.7	0	-0.5
CC(C)C[C@@H]1Cc2[nH]c(=S)[nH]c(=O)c2[C@H](C)O1	5	15	-1	-8	2	/	-0.6	-4	-0.7
CC(C)CC(=O)NC(=S)Nc1cccc(NC(=O)c2ccccc2Cl)c1	-3	-29	1	8	-1	11	0.9	-4	-2.4
CC1CN(C(=O)CCC(=O)N2CCCCC2)c2ccccc2O1 (centres undefined)	2	1	0	4	-3	-3	-0.1	0	-0.5
